Screening data from PubChem BioAssay.
p53 reactivator: qHTS assay for re-activators of p53 using a Luc reporter; H1299 p53-A138V BP100-luciferase reporter, luminescence, 24 h; Potency, µM (titrated, usually from 92.2 µM), for inactives: top-dose activity change, positive = activation, actives largely listed as activators; 0.063% of 320,000 active; AID 504706, 2011; further: potency means the concentration at half of the fitted maximal effect; % of control where 0% means no effect; nearly all actives have a fitted effect of over 45% in size
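H1299 (p53-null), stable ts p53-A138V + BP100-Luc; 1000 cells/well, Opti-MEM/10% FBS; cpd 4 pt, 1:5; 24 h, 37 deg C, 5% CO2; detection reagent 10 min RT; luminescence.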
Rab9 promoter act: qHTS Assay for Rab9 Promoter Activators. Huh7 Rab9 promoter-luciferase reporter, luminescence, 24 h. Potency, µM (titrated, usually from 9.22 µM), for inactives: top-dose activation, negative = inhibition, actives largely listed as activators. 2.8% of 320,000 active. AID 485297, 2010; further: potency means the concentration at half of the fitted maximal effect; % of control where 0% means no effect; nearly all actives have a fitted effect of over 60% in size
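Using Huh7 cells stably transfected with Rab9 promoter–luciferase, compounds were incubated 24 h at 37 °C, 5% CO2; luciferase luminescence was read 10 min after reagent addition.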
ELG1 genotoxic: qHTS screen for small molecules that induce genotoxicity in human embryonic kidney (HEK293T) cells expressing luciferase-tagged ELG1; AID 504466, 2011; Potency, µM (highest dose often 46 µM), inactives show top-dose activity change, positive = activation, usual class: activators; HEK293T ELG1-luciferase reporter, luminescence, 16 h; 1.3% of 330,000 active; further: potency means the concentration at half of the fitted maximal effect; % of control where 0% means no effect; nearly all actives have a fitted effect of over 60% in size
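Genotoxicity was scored as increased ELG1-luciferase reporter signal, measured by ONE-Glo luminescence (30 min, room temperature). Compound or vehicle exposure of the HEK293T reporter cells lasted 16 hr at 37°C.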
RORgamma inh: qHTS for inhibitors of ROR gamma transcriptional activity. Nuclear receptor ROR-gamma (Mus musculus), P51450. Drosophila S2 Gal4-RORgamma UAS-luciferase reporter, 20 h. Potency, µM (titrated, usually from 53.6 µM), inactives show at the highest dose activity change, negative = inhibition, most hits filed as inhibitors. 5.4% of 310,000 active. AID 2551, 2010; further: potency means the concentration at half of the fitted maximal effect; on the % scale 0 is the no-effect control and ±100 the full control effect; nearly all actives have a fitted effect of over 60% in size
Target sequence (P51450 whole entry, looked up, the tested form may be a part): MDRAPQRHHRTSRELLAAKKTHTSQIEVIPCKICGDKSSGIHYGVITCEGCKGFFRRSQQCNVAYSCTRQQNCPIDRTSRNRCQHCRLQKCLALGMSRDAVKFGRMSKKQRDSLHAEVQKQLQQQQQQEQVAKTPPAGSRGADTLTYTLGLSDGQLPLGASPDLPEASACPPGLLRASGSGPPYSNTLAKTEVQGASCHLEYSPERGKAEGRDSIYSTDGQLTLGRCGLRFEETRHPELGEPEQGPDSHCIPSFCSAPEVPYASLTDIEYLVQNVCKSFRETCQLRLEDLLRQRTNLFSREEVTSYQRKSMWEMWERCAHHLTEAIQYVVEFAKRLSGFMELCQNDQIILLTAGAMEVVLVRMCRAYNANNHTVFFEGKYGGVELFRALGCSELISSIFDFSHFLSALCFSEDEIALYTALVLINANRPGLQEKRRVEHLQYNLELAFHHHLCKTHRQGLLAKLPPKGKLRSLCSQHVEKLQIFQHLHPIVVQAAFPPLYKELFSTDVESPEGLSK
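Drosophila Schneider cells stably carrying a metallothionein-driven Gal4 DBD–ROR gamma fusion and a UAS-Photinus luciferase reporter were exposed to compound for 1 hr, then induced with copper sulfate (700 uM final) for 20 hr at ambient temperature before luminescence reading.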
BRCA1 expr up: qHTS Assay to Identify Small Molecule Activators of BRCA1 Expression; MCF7-BRCA1-FFLuc reporter, luminescence, 48 h; response scale: scaled: vehicle 0%, 10 µM genistein 100%; Potency, µM (series often up to 46.1 µM), without a hit: at the top dose activation, hits mostly activators; 1.1% of 380,000 active; AID 624202, 2012; further: potency means the concentration at half of the fitted maximal effect; nearly all actives have a fitted effect of over 80% in size; some results filed as inactive show a strong effect at the top dose
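Activators of BRCA1 expression were detected as increased firefly luciferase luminescence in engineered MCF7 cells after 48 h compound incubation. Signals were scaled to genistein 10 microM as full activation.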
NPC1 prom act: qHTS Assay for NPC1 Promoter Activators; Huh7 NPC1 promoter luciferase reporter, 24 h; Potency, µM (doses to about 9.22 µM), inactives show at the top dose activation, usual class: activators; 2.4% of 320,000 active;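 further: potency means the concentration at half of the fitted maximal effect; % of control where 0% means no effect; nearly all actives have a fitted effect of over 60% in size; reporter is driven by a mutant NPC1 promoter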
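Stably transfected Huh7 (NPC1 promoter→luciferase), 1500 cells/well in Opti-MEM + 10% FBS, 2 h settle, then compound 24 h at 37 °C. Luminescence after 10 min with Amplite reagent.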
FLuc modulator: qHTS profiling assay for firefly luciferase inhibitor/activator using purifed enzyme and Km concentrations of substrates (counterscreen for miR-21 project). Luciferin 4-monooxygenase (Photinus pyralis), P08659. purified FLuc, Km substrates, luminescence inhibition. Potency, µM (series often up to 57.5 µM), for inactives: at the top dose activity change, negative = inhibition, usual class: inhibitors. 6.9% of 360,000 active;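 further: potency means the concentration at half of the fitted maximal effect; plate controls were vehicle for no effect and reference inhibitor for full effect; nearly all actives have a fitted effect of over 55% in size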
Target sequence (P08659 whole entry, looked up): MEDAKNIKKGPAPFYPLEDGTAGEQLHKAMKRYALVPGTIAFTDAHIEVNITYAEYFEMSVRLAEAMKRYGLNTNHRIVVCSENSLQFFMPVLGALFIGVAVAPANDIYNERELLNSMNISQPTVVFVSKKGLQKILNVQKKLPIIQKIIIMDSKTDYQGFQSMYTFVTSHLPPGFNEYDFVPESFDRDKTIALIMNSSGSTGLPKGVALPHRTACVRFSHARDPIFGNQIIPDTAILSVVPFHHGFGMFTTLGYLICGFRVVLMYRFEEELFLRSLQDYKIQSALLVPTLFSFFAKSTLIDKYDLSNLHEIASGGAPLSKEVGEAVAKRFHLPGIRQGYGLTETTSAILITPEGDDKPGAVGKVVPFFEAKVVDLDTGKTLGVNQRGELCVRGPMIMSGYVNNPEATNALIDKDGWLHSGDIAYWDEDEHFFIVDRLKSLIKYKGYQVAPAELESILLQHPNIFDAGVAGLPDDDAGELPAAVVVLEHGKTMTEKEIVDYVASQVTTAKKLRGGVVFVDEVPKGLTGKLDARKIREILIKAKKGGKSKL
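Purified P. pyralis luciferase, 10 nM final, with Km-level 10 uM D-luciferin and 10 uM ATP in 50 mM Tris acetate pH 7.5, 10 mM Mg acetate, 0.01% Tween-20, 0.05% BSA; 6-point qHTS titration about 60 µM downward; luminescence read.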
PKM2 activator: qHTS Assay for Activators of Human Muscle isoform 2 Pyruvate Kinase; Pyruvate kinase PKM (Homo sapiens), P14618; purified PKM2, Kinase-Glo ATP luminescence, activation; response scale: 0% is enzyme alone, no compound; Potency, µM (series often up to 57.5 µM), without a hit: top-dose activation, actives largely listed as activators; 0.34% of 260,000 active; AID 1631, 2009; further: potency means the concentration at half of the fitted maximal effect; on the % scale 0 is the no-effect control and ±100 the full control effect; nearly all actives have a fitted effect of over 55% in size
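ATP formation by purified human PK-M2, quantified via coupled luciferase luminescence after 1 h at room temperature with 0.1 mM ADP and 0.5 mM PEP final.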
VP16 counter: VP16 counterscreen qHTS for inhibitors of ROR gamma transcriptional activity | Drosophila S2 Gal4-VP16 UAS-luciferase, luminescence, 20 h | Potency, µM (doses to about 53.6 µM), inactives show at the top dose activity, negative = inhibition, actives largely listed as inhibitors | 3.5% of 310,000 active;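 further: Gal4-VP16 expression switched on by copper sulfate through the metallothionein promoter; potency means the concentration at half of the fitted maximal effect; on the % scale 0 is the no-effect control and ±100 the full control effect; nearly all actives have a fitted effect of over 50% in size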
Menin-MLL TR inh: qHTS Assay for Inhibitors Targeting the Menin-MLL Interaction in MLL Related Leukemias: Competition With Texas Red Labeled MLL-derived Mutant Peptide | O00255 | Menin + Texas Red MLL mutant peptide, fluorescence polarization | Potency, µM (highest dose often 61.6 µM), for inactives: at the top dose FP activity change, negative = inhibition, most hits filed as inhibitors | 0.23% of 270,000 active | AID 1768, 2009; active means well fitted inhibition curve with a large enough effect in the polarisation, with a control signal flat, not every such curve was filed as active; inconclusive means small, poorly fitted or top-dose-only effect, or effect the other way, or a change in a side signal; inactive means no such curve, though single readings can be large or run the other way; the % refers to the polarisation; further: potency means the concentration at half of the fitted maximal effect; % of control where 0% means no effect; many of its hits are not listed in these tables
Giardia killer: Small Molecules that selectively kill Giardia lamblia: qHTS; Giardia lamblia trophozoite viability; activity change, % at 7.66 µM, hits read low; 0.15% of 340,000 active; in the data active means activity change below about -80%; inconclusive means between about -30% and that limit;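 further: parasites exposed to compound for two days anaerobically before the ATP read; on the % scale 0 is the no-effect control and ±100 the full control effect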
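Luminescent ATP signal served as the viability read-out, measured 15-30 min after adding ATP detection reagent to trophozoites that had been incubated with compounds for 48 hrs at 37 deg C anaerobically at 100 cells/well.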
* hit, by the source's call; ? = inconclusive; . = no result given; [ ] = another dose, or the depositor's remark. Unless noted, the call rests on the fitted dose curve; in most records, active means well fitted curve in the direction sought with a large enough effect; inconclusive means small, poorly fitted or top-dose-only effect, or another doubt; inactive means no such curve, though single readings can be large; an effect the other way counts as inactive or inconclusive.

SMILES	p53 reactivator	Rab9 promoter act	ELG1 genotoxic	RORgamma inh	BRCA1 expr up	NPC1 prom act	FLuc modulator	PKM2 activator	VP16 counter	Menin-MLL TR inh	Giardia killer
Cc1nc2sc(C(=O)c3ccccc3)c(N)c2c(C)c1C	-1%	29%	11%	-11%	7%	9%	?	4%	-10%	6%	4
COc1ccccc1OCCC(=O)OCC(=O)c1[nH]c(C)c(C(C)=O)c1C	-12%	1%	5%	14µM*	-24%	-6%	-4%	-2%	?	-1%	5
CCOC(=O)CON1C(=O)C(=O)N(OCC(=O)OCC)C2CCCCC21 (configuration not stated)	-2%	2%	0%	1%	3%	-3%	1%	-5%	7%	12%	-11
CCNC(=O)c1cccc(NC(=O)CC2SC(N3CCCCC3)=NC2=O)c1 (configuration not stated)	2%	2%	-5%	.	6%	12%	?	.	.	.	0
CCN(Cc1ccncc1)C(=S)Nc1ccccc1	-3%	-7%	-3%	-32%	7%	1%	-1%	10%	-15%	-3%	4
Cc1c(C(=O)OC(C)C)[nH]c2c1C(=O)CCC2	29%	3%	?	29%	7%	2%	-2%	-3%	23%	13%	-4
CCCCSCc1cc(C(=O)O)oc1C(C)(C)C	-3%	-1%	1%	16%	-18%	-3%	-3%	-1%	-4%	7%	-10
COCc1cc(C)nc(SCC(=O)c2ccc(O)c(O)c2)c1C#N	5%	-18%	9%	52%	-3%	-6%	-3%	11%	20%	16%	-9
CCOC(=O)C1=C(C)N=c2s/c(=C\c3ccc(C(=O)O)cc3)c(=O)n2C1c1ccc(F)cc1 (configuration not stated)	-2%	-1%[1.84 µM]	-5%	1%	-1%	-5%	-1%	.	4%	?	9
Cc1ccc2cccc(OC(=O)/C=C\c3ccccc3)c2n1	6%	-3%	-1%	-2%	-4%	-2%	6%	4%	-1%	-22%	-5
CCc1cccc(CC)c1NC(=O)c1cc(CN2C(=O)c3ccccc3C2=O)ccc1OC	-1%	-8%	-3%	?	-11%	1%	-1%	2%	-16%	-6%	11
COc1cccc(C2C(C#N)=C(N)N(N(C)C)C3=C2C(=O)CCC3)c1OC (configuration not stated)	-4%	-4%	2%	0%	6%	2%	1%	.	-2%	-4%	-20
COCCOC1CCN(C(=O)C2CCC(=O)N(CCc3cccc(F)c3)C2)CC1 (configuration not stated)	22%	0%	3%	11%	2%	0%	6%	.	18%	2%	3
COc1ccc(N2CCN(C(=O)c3cc(S(=O)(=O)N4CCCCCC4)ccc3OC)CC2)cc1	-4%	-4%	-2%	.	-28%	-2%	5%	.	.	.	-10
O=[N+]([O-])c1cccc(S(=O)(=O)NCC2CCCO2)c1 (configuration not stated)	1%	1%	7%	-9%	-10%	1%	0%	4%	1%	-10%	1
Cc1cccc(CC2S/C(=N/c3cccc(C)n3)NC2=O)c1 (configuration not stated)	-1%	-4%	1%	-36%	-12%	1%	-1%	1%	-2%	.	1
COc1ccccc1NC(=O)c1ccc(COc2ccccc2OC)o1	-2%	3%	-7%	5%	11%	0%	-2%	3%	-1%	16%	-15
O=C(NCc1ccc(F)cc1)C1CCCN(S(=O)(=O)c2cccc3nonc23)C1 (configuration not stated)	-1%	0%	-3%	-2%	0%	2%	1%	.	-12%	.	8
O=C(NCCCN1CCCC1=O)c1cn(-c2ccccc2)nc1-c1ccccc1	0%	-4%	1%	-2%	14%	-2%	11µM*	1%	-10%	11%	15
CCOC(=O)C(C(=O)NCC1CCCO1)C1CCCCC1 (configuration not stated)	5%	-7%	0%	-16%	-7%	-2%	2%	-1%	-9%	7%	-1
COC(=O)c1cc2sccc2n1CC(=O)N(C)c1ccccc1	-2%	-4%	-7%	1%	18%	-2%	-1%	-1%	-2%	-19%	4
CC(=O)c1cccc(OCc2cc(C(=O)NC(C)Cc3cccnc3)no2)c1 (configuration not stated)	21%	22%	1%	32%	40%	1%	?	-4%	16%	10%	9
COc1cc(NC(=O)C2CCCO2)c(C(=O)O)cc1OC (configuration not stated)	-5%	-7%	1%	-14%	3%	2%	2%[2.3 µM]	-9%	-7%	-10%	-1
O=C(Cc1c(F)cccc1Cl)Nc1ccc(-n2cnnn2)cc1	2%	-1%	5%	10%	-38%	-2%	3%	0%	-6%[10 µM]	0%	0
O=C(CSc1nnc(COc2ccc(Cl)cc2)o1)Nc1ccc(N2CCOCC2)cc1	4%	-4%	3%	.	19%	0%	-14%	.	.	.	-3
COc1ccc(NC(=O)COC(=O)Cc2cccs2)cc1OC	8%	-2%	4%	.	-13%	0%	0%	.	.	.	-2
CCOc1ccccc1CNCCO	-2%	-2%	3%	-24%	5%	-2%	5%	-1%	3%	-10%	-7
C=CCN(CC=C)C(=O)CCc1nnc(CCc2c[nH]c3ccccc23)o1	0%	?	4%	?	0%	3%	-14%	-30%	19%	-8%	1
O=C(NC1CCN(Cc2ccccc2)CC1)C1CCN(c2nnc(-n3cccc3)s2)CC1	6%	-16%	0%	-7%	0%	-3%	-6%	1%	0%	0%	15
CC/C(C)=N/Nc1cccc([N+](=O)[O-])c1	-2%	-5%	6%	23%	5%	-1%	4%	0%	-2%	11%	-12
CCOC(=O)C1CCN(CC(O)COCc2ccccc2)CC1 (configuration not stated)	1%	-1%	-6%	-26%	-10%	2%	-1%	.	-1%	.	8
O=C(Nc1cccc(C(F)(F)F)c1)C(Sc1cccc[n+]1[O-])c1ccccc1 (configuration not stated)	-4%	-2%	-1%	27%	-18%	0%	-1%	-1%	4%	30%	-9
O=C(COC(=O)Cc1ccc(Cl)cc1Cl)NCCC1=CCCCC1	3%	1%	0%	30%	10%	0%	4%	6%	-7%	-8%	-6
O=C1CN(C(=O)COc2ccccc2)CCN1	26%	-3%	2%	-7%	49%	3%	0%	-16%	-18%	-3%	-2
Fc1cc(F)c(F)c(SCCc2ccncc2)c1F	.	.	.	1%	-45%	.	0%	2%	-10%	-19%	17
Cn1c(=O)c2c(ncn2CC(=O)OCc2ccccc2)n(C)c1=O	1%	-2%	-10%	1%	4%	-1%	2%	3%	5%	-3%	-1
CNC(=O)c1cccc(N2CCCC2=O)c1	-1%	14%	1%	-9%	13%	3%	-8%	-13%	17%	?	-13
Cc1onc(-c2ccccc2)c1C(=O)NCc1ccccn1	3%	-1%	4%	-24%	7%	0%	3%	-1%	-15%	-9%	-1
O=C(c1cc(-c2ccccc2O)on1)N1CCCC1	?	4µM*	?	0%	-29%	?	6.7µM*	1%	-2%	9%[11.7 µM]	5
CCC(=O)N1CCN(c2cc(NCC3CCCO3)c(F)cc2[N+](=O)[O-])CC1 (configuration not stated)	3%	-7%	1%	-4%	-23%	-2%	1%	2%	-1%	-1%	1

Profiles, quoted from the list. Order of screens: p53 reactivator | Rab9 promoter act | ELG1 genotoxic | RORgamma inh | BRCA1 expr up | NPC1 prom act | FLuc modulator | PKM2 activator | VP16 counter | Menin-MLL TR inh | Giardia killer
CCC(=O)N1CCN(c2cc(NCC3CCCO3)c(F)cc2[N+](=O)[O-])CC1 (configuration not stated) reads 3% | -7% | 1% | -4% | -23% | -2% | 1% | 2% | -1% | -1% | 1
O=C(COC(=O)Cc1ccc(Cl)cc1Cl)NCCC1=CCCCC1 reads 3% | 1% | 0% | 30% | 10% | 0% | 4% | 6% | -7% | -8% | -6
CC(=O)c1cccc(OCc2cc(C(=O)NC(C)Cc3cccnc3)no2)c1 (configuration not stated) reads 21% | 22% | 1% | 32% | 40% | 1% | ? | -4% | 16% | 10% | 9
O=C(Nc1cccc(C(F)(F)F)c1)C(Sc1cccc[n+]1[O-])c1ccccc1 (configuration not stated) reads -4% | -2% | -1% | 27% | -18% | 0% | -1% | -1% | 4% | 30% | -9
CNC(=O)c1cccc(N2CCCC2=O)c1 reads -1% | 14% | 1% | -9% | 13% | 3% | -8% | -13% | 17% | ? | -13

Not all compounds are listed, so the mix of outcomes need not match the whole.
